# LAP4 TOR yeast: alters LAP4-GFP fluorescence in TOR pathway yeast screen | S. cerevisiae LAP4-GFP multiplex, flow cytometry GFP, 3 h; median GFP as percent of DMSO wells | GFP response vs DMSO, % at 10 µM | 0.34% of 320,000 active;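 active = GFP response vs DMSO above a set limit, about the screen mean plus 3 SD, cut at about 150% in these data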
# AGP1 TOR yeast: modulators of TOR pathway AGP1-GFP in S. cerevisiae. S. cerevisiae AGP1-GFP multiplex flow cytometry, 3 h; GFP as percent of DMSO wells. GFP response vs DMSO, % at 10 µM. 0.02% of 320,000 active;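 active = GFP response relative to DMSO above a set limit, near screen average plus 3 SD, cut at about 150% in these data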;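 also: median GFP channel fluorescence of the gated AGP1 strain per well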
# GRK2 aptamer HTS: human GRK2 inhibition via aptamer displacement; P25098; bead flow cytometry, FAM-aptamer displacement from GRK2; inhibition of aptamer binding, % at 10 µM; 0.59% of 330,000 active; AID 488847;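 active = inhibition of aptamer binding above 40%, roughly 3 SD of noise, on plates passing a quality check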;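 also: median bead fluorescence of bound FAM aptamer so fluorescent compounds give negative values; no value below 0 was filed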
# VLA-4 inh: inhibition in a human VLA-4 binding assay | inhibition, % (about 7 µM as worked out from the volumes in the protocol) | 0.2% of 330,000 active | VLA-4 expressing cells, ligand binding flow cytometry; in the data active = inhibition above about 50%
# Target sequence (P13612 whole entry, looked up): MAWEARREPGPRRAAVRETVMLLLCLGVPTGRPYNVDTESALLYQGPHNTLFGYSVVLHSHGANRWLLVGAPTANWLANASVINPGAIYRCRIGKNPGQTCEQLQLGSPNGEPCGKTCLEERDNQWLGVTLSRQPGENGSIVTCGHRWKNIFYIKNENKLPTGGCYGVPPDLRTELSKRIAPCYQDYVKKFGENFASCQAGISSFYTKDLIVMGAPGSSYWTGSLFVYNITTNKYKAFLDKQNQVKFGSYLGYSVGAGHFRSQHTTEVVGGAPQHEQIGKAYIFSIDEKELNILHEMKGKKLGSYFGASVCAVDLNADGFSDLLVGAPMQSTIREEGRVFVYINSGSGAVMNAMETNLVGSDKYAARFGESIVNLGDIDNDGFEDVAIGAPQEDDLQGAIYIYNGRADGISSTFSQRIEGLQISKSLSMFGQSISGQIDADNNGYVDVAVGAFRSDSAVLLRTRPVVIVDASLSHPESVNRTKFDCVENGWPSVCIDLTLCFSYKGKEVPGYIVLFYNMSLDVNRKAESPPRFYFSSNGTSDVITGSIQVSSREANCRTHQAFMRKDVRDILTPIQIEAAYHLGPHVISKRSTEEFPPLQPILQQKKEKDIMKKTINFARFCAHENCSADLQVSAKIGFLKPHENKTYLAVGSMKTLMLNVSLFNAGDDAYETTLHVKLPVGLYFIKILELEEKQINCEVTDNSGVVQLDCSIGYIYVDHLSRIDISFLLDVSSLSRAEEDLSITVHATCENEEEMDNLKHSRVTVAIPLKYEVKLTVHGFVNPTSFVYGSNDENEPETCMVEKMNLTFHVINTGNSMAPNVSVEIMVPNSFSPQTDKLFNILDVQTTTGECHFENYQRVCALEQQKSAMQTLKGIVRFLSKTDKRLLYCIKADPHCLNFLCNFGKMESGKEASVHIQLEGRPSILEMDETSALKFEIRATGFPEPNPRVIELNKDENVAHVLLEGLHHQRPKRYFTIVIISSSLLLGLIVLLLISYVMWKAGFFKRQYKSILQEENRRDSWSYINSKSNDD
# CIT2-GFP yeast: yeast TOR pathway CIT2-GFP modulation; S. cerevisiae CIT2-GFP strain, flow cytometry, 3 h; 100 means same as DMSO wells; GFP response vs DMSO, % at 10 µM; 0.065% of 320,000 active; AID 2029;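 active = GFP response relative to DMSO above a set limit, near the screen mean plus 3 SD, cut at about 150% in these data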;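 also: ratio of well median GFP fluorescence to mean of DMSO wells on the plate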
# CR mimetic SO: lowers age-related superoxide in aged yeast cells; AID 2690; S. cerevisiae aged cells, superoxide DHE fluorescence; active compounds read low; superoxide response (% of plate mean), % at 10 µM; 0.18% of 330,000 active;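 active = superoxide response under a set limit, about three screen SD below normal, cut at about 65% in these data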;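 also: yeast aged for seven days with compound at 30 °C before DHE staining; 100% = average MFI of all compound-treated wells on the plate with controls excluded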
# RPL19A-GFP yeast: modulators of TOR pathway RPL19A-GFP in S. cerevisiae. percent response vs DMSO, % at 10 µM. AID 2025. S. cerevisiae RPL19A-GFP strain, flow cytometry, 3 h; active compounds read low. 0.3% of 330,000 active;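 active = percent response vs DMSO below 50%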;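 also: median channel GFP fluorescence of the barcoded RPL19A-GFP strain; ratio of sample median GFP to plate DMSO average so 100% = DMSO; lower means less RPL19A-GFP as with rapamycin TOR inhibition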
# MEP2-GFP yeast: alters MEP2-GFP fluorescence in TOR pathway yeast screen. AID 2016. 0.51% of 330,000 active. GFP response vs DMSO, % at 10 µM. S. cerevisiae MEP2-GFP strain, flow cytometry GFP, 3 h; 100% = DMSO control level;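 active = GFP response versus DMSO above a set limit, roughly screen mean plus 3 SD, cut at about 180% in these data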;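 also: median GFP fluorescence of the barcode-gated MEP2-GFP cells per well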
# The depositor's hits bear a star; . = not tested or not shown.
SMILES,LAP4 TOR yeast,AGP1 TOR yeast,GRK2 aptamer HTS,VLA-4 inh,CIT2-GFP yeast,CR mimetic SO,RPL19A-GFP yeast,MEP2-GFP yeast
Cc1[nH]nc2c1C1(CCOC1C)C(C#N)=C(N)O2 (stereo not drawn),96.8,106.7,2.0,12.9,97.3,108.8,99.8,109.6
CNC(=O)C(=O)Nc1cc2c3c(c1)C(C)C(=O)N3CCC2 (stereo not drawn),104.8,103.1,4.0,2.8,100.4,130.3,98.4,106.5
Cc1ccc(S(=O)(=O)Nc2ccncc2)c(C)c1N(C)S(=O)(=O)c1ccc(F)cc1,97.4,103.6,0.0,11.2,102.0,102.5,105.4,116.8
CO[C@H]1/C=C/O[C@@]2(C)Oc3c(C)c(O)c4c(O)c(c(C=NN5CCN(C)CC5)c(O)c4c3C2=O)NC(=O)/C(C)=C\C=C\[C@H](C)[C@H](O)[C@@H](C)[C@@H](O)[C@@H](C)[C@H](OC(C)=O)[C@@H]1C,126.9,88.0,3.0,36.7,92.1,106.3,103.1,102.9
CCOc1cc(N2CCOCC2)c(OCC)cc1NC(=O)c1cccc(N(C)C)c1,98.6,88.7,0.0,-11.8,99.5,92.8,101.5,105.7
CN(CC(=O)Nc1ccc(S(N)(=O)=O)cc1)c1ccccc1,98.3,103.3,0.0,-5.8,104.2,109.5,102.6,104.7
CC(=O)NCN1CCN(CNC(C)=O)CC1,94.8,99.5,1.0,-8.5,106.6,109.1,95.9,99.2
Cc1cc2ncc(C(=O)Nc3ccccc3)c(C)n2n1,109.1,102.7,3.0,8.1,107.3,94.7,100.2,108.9
CCCCC(=O)NNC(=S)NC(=O)C(c1ccccc1)c1ccccc1,106.8,99.7,4.0,-5.5,96.9,77.7,95.0,95.6
CC(CCn1cccn1)NC(=O)c1cc(COc2ccc(F)cc2F)on1 (stereo not drawn),106.0,98.2,1.0,12.1,98.4,95.7,96.6,102.5
COc1ccc(N(C(=O)c2ccc(S(=O)(=O)N3CCCC3)cc2)C2C=CS(=O)(=O)C2)cc1 (stereo not drawn),122.0,114.3,1.0,14.6,106.3,82.2,103.1,115.1
O=C(CCl)Nc1ncc(S(=O)(=O)c2ccc([N+](=O)[O-])cc2)s1,103.3,99.1,0.0,5.5,94.4,112.4,95.6,98.4
CC(C)(C)c1cc(-c2n[nH]c(=S)n2-c2ccc(Cl)cc2)n[nH]1,103.5,102.9,0.0,4.3,95.8,100.4,94.6,95.8
CC(C)n1c(O)c(N=NC(=O)CNC(=O)c2cccnc2)c2ccccc21,94.5,98.2,0.0,-1.5,102.8,84.9,99.5,107.7
Cc1ccc(C(=O)O)cc1N1C(=O)CCCC1=O,106.0,99.6,3.0,26.1,99.5,93.7,97.8,101.2
COC(=O)c1ccccc1NC(=O)C1CC(=O)N(c2ccc(OC)cc2)C1 (stereo not drawn),104.0,98.5,0.0,-1.9,94.1,101.6,100.3,95.8
CC(=O)c1ccc(Cc2ccccc2)cc1,102.8,98.8,5.0,-5.2,97.3,103.8,100.7,102.6
CC(=O)Nc1nnc(CSCc2ccccc2F)s1,94.9,91.5,0.0,2.7,90.5,117.2,97.8,101.7
CCCCN(C(=O)COC(=O)c1nc2nc(C)cc(C)n2n1)C1CCS(=O)(=O)C1 (stereo not drawn),91.6,92.7,1.0,-1.2,87.5,99.5,89.2,85.5
N#Cc1cc(C(=O)c2ccccc2O)cn(-c2ccc(Cl)cc2)c1=O,103.8,102.6,0.0,-1.1,.,97.7,96.7,103.4
CCN(CC)c1ccc(S(=O)(=O)N2CCOCC2)cc1NC(=O)COC(=O)/C=C/c1ccc(C)o1,103.9,106.7,0.0,-7.7,99.9,114.6,99.8,100.3
COc1ccc(Oc2coc3c(CN4CCOCC4)c(O)ccc3c2=O)cc1,101.8,107.6,4.0,1.7,104.2,96.0,100.6,105.2
CC1(C)Cc2ccccc2-c2nnc(C(F)(F)F)n21,98.4,92.3,0.0,23.4,89.8,83.4,100.2,92.3
COc1ccccc1NS(=O)(=O)c1ccc(C(=O)NCCCN2CCCC2=O)cc1,104.6,101.6,0.0,1.3,99.0,97.8,103.5,119.2
COc1cc(CCC(=O)OCC(N)=O)cc(OC)c1OC,94.9,93.6,0.0,14.0,87.0,104.4,91.8,95.4
CCSC1=NC2(CCCCC2)Nc2sc3c(c21)CCCC3,94.0,101.4,0.0,-3.1,91.6,93.9,97.6,103.7
Cc1cc(C)c(C)c(S(=O)(=O)NCCCn2ccnc2)c1C,82.9,99.3,0.0,11.3,104.7,105.6,105.8,106.7
CN(C)CCCN(C(=O)c1cccc(N2C(=O)CCC2=O)c1)c1nc2cc3c(cc2s1)OCO3,110.8,101.0,1.0,1.3,91.7,79.7,99.4,104.4
Cc1ccc(C(=O)Oc2ccccc2N2CCOCC2)cc1,109.8,108.9,0.0,0.8,96.3,91.5,104.0,99.4
O=C(CCNC(=O)c1ccc(Cl)cc1)NC1CCCCCC1,99.2,95.6,2.0,-4.0,97.0,90.9,94.6,96.3
Cc1nnc(SCC(=O)N2CCC(C(N)=O)CC2)s1,91.7,.,0.0,6.7,86.2,97.8,87.8,91.5
CC1(C)CC(c2nc(-c3ccccc3)cs2)CCS1 (stereo not drawn),93.1,101.1,0.0,6.4,100.2,106.9,100.7,102.2
CC1CC(C)CN(S(=O)(=O)c2ccc3c(c2)oc(=O)n3CC(=O)N(C)Cc2ccccc2)C1 (stereo not drawn),88.0,95.8,0.0,19.5,95.9,113.7,95.2,96.6
COc1ccc(-c2[nH]ncc2C2N=C(N)Nc3nc4ccccc4n32)cc1 (stereo not drawn),102.4,105.3,0.0,-1.5,95.5,97.4,96.6,98.5
O=[N+]([O-])c1cccc(N=Cc2sc3ccccc3c2O)c1,98.6,96.3,0.0,-9.3,90.3,105.8,101.0,96.3
CC1(C)C2CC[C@]3(C)C(CC=C4[C@@H]5C[C@](C)(CO)CC[C@]5(C(=O)O)CC[C@]43C)[C@@]2(C)CC[C@@H]1O (stereo partly drawn),102.5,96.6,0.0,23.0,83.0,89.5,92.7,98.2
O=C(CCCN1C(=O)c2cccnc2C1=O)Nc1ccc(Br)cc1,106.3,104.8,1.0,5.0,100.0,114.5,104.4,104.0
Cc1ccccc1NC(=O)C(=O)NCC1CCCN1S(=O)(=O)c1cccs1 (stereo not drawn),106.5,109.7,0.0,22.2,104.2,94.7,102.9,96.8
O=C1NN(c2cccc(Br)c2)C(=O)/C1=C\c1ccccc1,110.0,101.7,3.0,-4.5,104.8,91.3,100.8,101.3
O=C(Nc1ccc(Cl)cc1)Nn1cnc2ccccc2c1=O,113.9,102.7,4.0,1.8,103.2,91.9,103.3,101.6
COC(=O)c1ccc(S(=O)(=O)N2CCCC2)o1,98.3,105.5,0.0,-45.6,101.0,111.5,100.0,101.7
CCOc1c(C)cnc2c1c(=O)n(Cc1cccc(Cl)c1)c(=O)n2C,110.4,108.9,3.0,-12.1,107.0,144.1,103.4,92.9
N#CCSc1nc(N)c(C#N)c(C2CCCCC2)c1C#N,93.2,101.2,0.0,4.2,95.6,122.7,98.4,100.5
Cc1ccc(-n2nc(C(=O)NCc3ccc(C)o3)c3c4ccccc4n(C)c3c2=O)cc1,107.5,.,1.0,6.7,101.4,101.7,102.9,105.0
COc1ccc(N(CC(=O)NC2CCCCC2)C(=O)CNC(=O)c2ccco2)c(OC)c1,88.4,100.6,4.0,2.5,110.8,99.0,93.6,100.2
O=C(NNc1c2ccccc2nc2ccccc12)c1ccccc1Cl,97.5,96.0,0.0,-1.9,121.4,95.0,101.6,111.3
Cc1ccc(S(=O)(=O)CCNC(=O)Cc2ccccc2)cc1,84.7,83.3,0.0,-0.1,.,99.5,87.6,90.5
O=C(CCNS(=O)(=O)c1ccc(OC(F)(F)F)cc1)N1CCN(C/C=C/c2ccccc2)CC1,94.6,97.1,1.0,9.5,115.8,95.1,109.5,120.9
CCOC(=O)c1ccc(NC(=O)CC2C(=O)OCCN2CC)cc1 (stereo not drawn),94.1,98.3,2.0,-37.0,109.0,89.9,108.3,104.7
Oc1ccc(C[C@@H]2CNCCN2CCCCC2CCCCC2)cc1,128.0,84.6,0.0,13.3,90.3,99.3,93.3,86.8
# Continuation:
SMILES,LAP4 TOR yeast,AGP1 TOR yeast,GRK2 aptamer HTS,VLA-4 inh,CIT2-GFP yeast,CR mimetic SO,RPL19A-GFP yeast,MEP2-GFP yeast
O=C(NCC(O)c1ccc([N+](=O)[O-])cc1)c1cccc(S(=O)(=O)N2CCOCC2)c1 (stereo not drawn),91.5,97.9,0.0,-0.5,92.7,113.0,94.8,85.8
O=C(CCNS(=O)(=O)c1cccs1)NC1CCN(Cc2ccccc2)CC1,92.8,99.5,8.0,0.1,95.8,94.6,101.4,99.8
CCC1(C(=O)c2ccccc2)C(c2cccc([N+](=O)[O-])c2)C1(C(=O)OC)C(=O)OC (stereo not drawn),88.7,95.1,0.0,19.5,98.0,105.4,100.9,97.6
CC(C)(C)NC(=O)C(c1ccc(F)cc1)N(CC1CCCO1)C(=O)CCC(=O)Nc1ccccn1 (stereo not drawn),94.4,98.0,0.0,-4.7,106.0,96.2,96.7,102.1
Cc1c(Cl)cccc1N=Cc1ccc([N+](=O)[O-])s1,109.4,.,0.0,-13.3,112.9,87.4,109.1,104.2
CCC(=O)N/N=C(\C)CC(=O)Nc1ccc(Cl)cc1,99.3,106.3,2.0,30.1,105.0,112.8,111.3,106.3
O=S(=O)(c1ccc(Cl)cc1)N1CCN=C1SCc1cccc(Cl)c1,107.0,79.6,2.0,.,75.0,98.8,99.0,100.9
COc1cc2[nH]c(C(=O)NN)c(N)c2cc1OC,105.2,104.2,1.0,1.6,92.9,100.6,95.6,100.2
CS(=O)(=O)N1CCC(C(=O)O)CC1,100.6,100.4,0.0,-13.3,106.7,102.4,98.1,101.2
COc1ccccc1NC(=O)CSc1nnc(CC(=O)Nc2cccc(C(F)(F)F)c2)n1C,89.0,99.3,5.0,6.7,99.0,105.6,99.5,95.2
Nc1ccc(C(=O)OCCc2ccccc2)cc1,97.0,94.8,0.0,1.1,90.3,108.5,103.7,102.5
CCCCCCCN1CCN=C1Nc1ccccc1,93.7,100.8,5.0,-11.8,102.4,87.1,99.7,105.3
CC(C)CC(=O)Nc1nnc(S(=O)(=O)N2CCCCCC2)s1,97.0,101.4,2.0,15.6,100.4,101.3,96.0,97.6
O=c1cc(N2CCCCC2)c(-c2ccccc2)n[nH]1,112.1,101.6,2.0,6.7,99.2,97.6,104.2,98.6
CCOCCCNC(=O)C(Cc1ccccc1)NS(=O)(=O)c1ccc2c(c1)c(=O)n(C)c(=O)n2C (stereo not drawn),102.9,92.6,2.0,32.9,94.4,92.5,90.9,90.1
CC(C)(C)Cc1nc(-c2ccc(Cl)cc2)no1,94.3,114.2,1.0,4.9,108.0,110.8,104.2,111.8
CCOc1ccsc1C(=O)O,90.9,101.8,0.0,5.0,107.5,120.1,101.3,92.5

# Sorted by number of heavy atoms (falling): some entries from above.
SMILES,LAP4 TOR yeast,AGP1 TOR yeast,GRK2 aptamer HTS,VLA-4 inh,CIT2-GFP yeast,CR mimetic SO,RPL19A-GFP yeast,MEP2-GFP yeast
CCOCCCNC(=O)C(Cc1ccccc1)NS(=O)(=O)c1ccc2c(c1)c(=O)n(C)c(=O)n2C (stereo not drawn),102.9,92.6,2.0,32.9,94.4,92.5,90.9,90.1
COc1ccccc1NC(=O)CSc1nnc(CC(=O)Nc2cccc(C(F)(F)F)c2)n1C,89.0,99.3,5.0,6.7,99.0,105.6,99.5,95.2
O=c1cc(N2CCCCC2)c(-c2ccccc2)n[nH]1,112.1,101.6,2.0,6.7,99.2,97.6,104.2,98.6
Nc1ccc(C(=O)OCCc2ccccc2)cc1,97.0,94.8,0.0,1.1,90.3,108.5,103.7,102.5
CC(C)(C)Cc1nc(-c2ccc(Cl)cc2)no1,94.3,114.2,1.0,4.9,108.0,110.8,104.2,111.8
